Mcl1 Bid PPI: disrupts binding of human Mcl-1 to Bid peptide | 220,000 compounds, 0.97% hits | TR-FRET Mcl-1/Bid-Dy647 peptide binding, 1536-well | AID 1021 | inhibition, % at 21.7 µM;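 active means compounds that cut the binding signal by more than half at the single screening dose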;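 further: His-tagged Mcl-1 with europium anti-His antibody binding Bid BH3 peptide; 0% = Mcl-1 plus peptide wells and 100% = peptide-only wells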
Target sequence (Q07820 whole entry, looked up): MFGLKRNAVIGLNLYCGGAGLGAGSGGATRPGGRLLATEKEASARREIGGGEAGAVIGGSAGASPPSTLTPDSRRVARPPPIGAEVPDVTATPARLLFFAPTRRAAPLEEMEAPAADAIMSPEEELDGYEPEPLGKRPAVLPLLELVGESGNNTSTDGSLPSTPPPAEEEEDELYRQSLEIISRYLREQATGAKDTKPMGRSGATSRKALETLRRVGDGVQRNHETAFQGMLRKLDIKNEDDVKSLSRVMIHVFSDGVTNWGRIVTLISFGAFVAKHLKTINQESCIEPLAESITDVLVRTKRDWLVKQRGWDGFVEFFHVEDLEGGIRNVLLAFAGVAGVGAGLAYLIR
Mcl1 Noxa PPI: Mcl-1/Noxa interaction inhibition; Q07820; TR-FRET Mcl-1/Noxa peptide binding, 2 h; inhibition, % at 21.7 µM; 220,000 compounds, 1.5% hits; AID 1022;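 active means compounds that cut the protein-peptide binding signal by more than 50% relative to plate controls in a single-dose test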;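 further: His-tagged Mcl-1 with rhodamine Noxa BH3 peptide and terbium anti-His antibody; 0% = Mcl-1 plus Noxa peptide wells and 100% = peptide-only wells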
Rab2 wt GTP: changes GTP binding to wildtype dog Rab2A, up or down | P61105 | GST-Rab2 wt beads, Bodipy-GTP binding, flow cytometry | GTP binding activity, % at 10 µM | 190,000 compounds, 0.19% hits | AID 760;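 active means GTP binding activity at least 20 points away from 100%, either lowered or raised; inconclusive means signal likely due to the compound's own green fluorescence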;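 further: 0% = beads with excess unlabeled GTP and 100% = no-compound control corrected for plate trend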
Mcl-1 Bim block: human Bim-Mcl-1 interaction inhibition; Q07820; Bead-based flow cytometry, Bim peptide-Mcl-1 binding; inhibition, % at 10 µM; 190,000 compounds, 0.1% hits; in the data active means inhibition above about 40%;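 further: 0% = no compound tracer wells and 100% = peptide blocker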
Pf gametocyte: P. falciparum stage V gametocyte viability inhibition. P. falciparum stage V gametocytes, ATP luminescence, 24 h. inhibition, % at 10.9 µM. 150,000 compounds, 0.065% hits. AID 743093;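 active means inhibition above the mean plus 3 SD of compounds within the control limits, set per campaign, cut at about 38% in these data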;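 further: 0% = DMSO wells and 100% = medium only without gametocytes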
Cdc42 wt GTP: modulators (inhibitors or activators) of GTP binding to human Cdc42 wildtype | P60953 | GST-Cdc42 beads, Bodipy-GTP binding, flow cytometry; actives lie on both sides | percent activity (GTP binding), % at 10 µM | 190,000 compounds, 0.2% hits;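 active means percent activity GTP binding at least 20 points away from the 100% baseline, either down as inhibitor or up as activator; inconclusive means compound flagged as likely green fluorescent from well-wide comparison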;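 further: median bead fluorescence of bound Bodipy-FL-GTP at 100 nM; 0% = excess unlabeled GTP control and 100% = no compound control; below 100% means less GTP binding so inhibitor and above means activator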
Target sequence (P60953 whole entry, looked up): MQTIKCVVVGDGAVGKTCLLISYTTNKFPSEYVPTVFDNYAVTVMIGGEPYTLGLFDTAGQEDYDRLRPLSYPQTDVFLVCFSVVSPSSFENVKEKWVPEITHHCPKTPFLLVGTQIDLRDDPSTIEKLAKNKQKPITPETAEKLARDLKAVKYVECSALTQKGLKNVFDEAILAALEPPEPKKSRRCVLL
HRas wt GTP: human HRas wildtype GTP binding, change in either direction | AID 759 | 190,000 compounds, 0.14% hits | GST-Ras wt beads, Bodipy-FL-GTP binding, flow cytometry; actives lie on both sides | GTP binding activity, % at 10 µM;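 active means GTP binding activity at least 20% away from the 100% baseline, either lowered as inhibitor or raised as activator; inconclusive means flagged as likely green fluorescent, judged across all proteins in the well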;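 further: 0% = unlabeled GTP competition control and 100% = no-compound control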
Target sequence (P01112 whole entry, looked up): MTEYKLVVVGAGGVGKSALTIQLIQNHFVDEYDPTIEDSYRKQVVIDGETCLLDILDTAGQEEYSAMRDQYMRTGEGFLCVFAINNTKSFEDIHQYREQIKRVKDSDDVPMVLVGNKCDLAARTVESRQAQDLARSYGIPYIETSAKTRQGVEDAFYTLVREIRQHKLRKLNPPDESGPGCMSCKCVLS
Rac1 mut GTP: human Rac1 activated mutant GTP binding change | percent activity (GTP binding), % at 10 µM | AID 764 | GST-Rac1 activated beads, fluorescent GTP binding, flow cytometry; actives lie on both sides; 100% means binding = to untreated wells | 190,000 compounds, 0.11% hits | P63000;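 active means GTP binding at least 20 percentage points away from the 100% baseline, in either direction, so actives lie on both sides; inconclusive means Compound likely fluorescent itself, or too few beads counted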
Rab7 wt GTP bind: alters GTP binding to wildtype dog Rab7; GST-Rab7 beads, fluorescent GTP binding, flow cytometry; actives lie on both sides; untreated = 100%, excess cold GTP = 0%; GTP binding activity (percent of control), % at 10 µM; 190,000 compounds, 0.055% hits; AID 758;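 active means fluorescent GTP binding to Rab7 beads changed by at least 20 points from the 100% baseline, either direction, mostly lower; inconclusive means compound itself probably fluorescent, or too few beads counted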;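 further: median green fluorescence of bound Bodipy-FL-GTP per Rab7 bead population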
Rac1 wt GTP bind: modulators of human Rac1 wildtype GTP binding; AID 757; GST-Rac1 beads, fluorescent GTP binding, flow cytometry; actives lie on both sides; 0 = cold GTP competed, 100 = untreated; 190,000 compounds, 0.27% hits; GTP binding activity (% of control), % at 10 µM;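 active means GTP binding activity at least 20 points away from the 100% control level, either lower or higher; inconclusive means compound flagged as likely green fluorescent, judged across all proteins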
Avidin fluor: avidin bead compound fluorescence profile. Avidin beads, compound fluorescence 488/530 nm, flow cytometry; stronger effect = higher value. fluorescence (KMESF) at 10 µM. 220,000 compounds, 0.38% hits; in the data active means fluorescence above about 47; further: inactives centre near 10
The depositor's hits bear a star; ? = inconclusive; nt = no result given; & = joins results of further samples.

SMILES	Mcl1 Bid PPI	Mcl1 Noxa PPI	Rab2 wt GTP	Mcl-1 Bim block	Pf gametocyte	Cdc42 wt GTP	HRas wt GTP	Rac1 mut GTP	Rab7 wt GTP bind	Rac1 wt GTP bind	Avidin fluor
C[n+]1ccccc1/C=N/O	-8&21	12&21	101&98	-4&0	nt	104&93	102&97	100&100	98&97	104&100	12&8
Cc1nc2ccccc2c(=O)n1/N=C/c1ccncc1	-21	-5	102	0	nt	102	100	101	98	102	nt
Cc1ccc(C(=O)Nc2ccccc2N2CCN(C(=O)C(C)C)CC2)cc1	-14	4	100	-3	nt	102	102	100	100	101	11
FC(F)(F)c1ccc(NC(=S)NCc2ccccc2)cc1	-17	13	94	-2	nt	96	93	96	89	94	25
FC(F)(F)c1cccc(N2Cc3ccccc3C2)c1	-4	23	97	0	nt	97	99	97	97	100	11
Cc1cc(-c2csc(N)n2)c(C)n1-c1ccc(Cl)c(Cl)c1	6	26	97	1	7	100	99	98	102	104	6
COC(=O)c1cccnc1NC(=S)NC1CCCCC1	-58	6	92	-3	8	93	94	97	90	97	4
CCNC(=O)/C(C#N)=C/c1c(N(Cc2ccccc2)Cc2ccccc2)nc2ccccn2c1=O	11	28	99	-4	9	98	99	98	99	102	11
COc1ccc2nc(SCc3ccccc3C)nc(C)c2c1	5	-13	97	-3	nt	101	100	99	99	103	21
COc1ccc(C2SCC(=O)N2c2nc3ccccc3s2)cc1 (centres undefined)	-23	-4	96	-2	-20	94	96	93	102	97	10
CC(C)CC(c1nnnn1C(C)(C)C)N1CCN(Cc2ccccc2)CC1 (centres undefined)	21	23	99	-2	-5	103	102	100	98	102	9
O=C1Cc2ccccc2Sc2ccc(O)cc21	-38	8	98	-6	0	100	100	99	100	99	2
CC(C)C(NC(=O)c1ccccc1Cl)C(=O)OCc1nc2scc(-c3ccccc3Cl)c2c(=O)[nH]1 (centres undefined)	-41	7	102	-2	-15	101	102	101	108	105	5
CC(C)C(=O)Nc1ncc(Cc2cccc(Cl)c2)s1	-10	16	99	-2	24	98	98	96	101	101	9
C=C(C(=O)c1ccccc1)C(C)CC(=O)c1ccccc1 (centres undefined)	-6	3	100	-4	-10	99	100	99	101	101	11
O=C(CSCc1ccc(Cl)cc1)Nc1cccc(C(=O)Nc2ccccc2C(=O)O)c1	20	27	96	-2	-26	91	98	91	98	97	15
CC1=[N+]([O-])C(N2CCOCC2)C(O)(c2ccccc2)C1 (centres undefined)	-14	2	97	-3	nt	101	101	96	100	99	10
COc1cc2c(cc1OC)C(CSc1ccccc1C(=O)O)=NC(C)(C)C2	-36	20	95	1	16	97	97	95	98	99	10
Cc1ccc(CNC(=O)CCOc2ccc(C(C)(C)C)cc2)cc1	-22	9	?	21	-11	?	?	?	?	?	10
CC(C)(C)OCC(O)CN1CCN(C(=O)c2ccccc2)CC1 (centres undefined)	43	35	99	-23	18	94	101	96	103	99	24
COC(=O)C1Cc2ccccc2CN1C(=O)CCl (centres undefined)	-16	16	98	-1	-3	98	96	94	97	100	9
COC(=O)CCC(=O)N1CCOCCOCCOCC1	-12	13	101	7	-30	99	101	97	105	102	10
COc1cc2c(cc1OC)CN(C(=O)CSc1nc(N)c(C#N)cc1C#N)CC2	-37	16	96	-6	nt	97	98	99	98	99	20
Cc1cc2ccccc2c(=O)n1CC(=O)NCCC1=CCCCC1	-35	-4	102	-1	13	102	100	98	103	103	11
O=C(O)CN1C(=O)CSc2ccccc21	-1	-18	98	-2	nt	101	98	97	97	102	36

Ordered by molecular weight (ascending): some entries from above.
SMILES	Mcl1 Bid PPI	Mcl1 Noxa PPI	Rab2 wt GTP	Mcl-1 Bim block	Pf gametocyte	Cdc42 wt GTP	HRas wt GTP	Rac1 mut GTP	Rab7 wt GTP bind	Rac1 wt GTP bind	Avidin fluor
CC(C)C(=O)Nc1ncc(Cc2cccc(Cl)c2)s1	-10	16	99	-2	24	98	98	96	101	101	9
COc1cc2c(cc1OC)CN(C(=O)CSc1nc(N)c(C#N)cc1C#N)CC2	-37	16	96	-6	nt	97	98	99	98	99	20
O=C(CSCc1ccc(Cl)cc1)Nc1cccc(C(=O)Nc2ccccc2C(=O)O)c1	20	27	96	-2	-26	91	98	91	98	97	15

Of the compounds above, these have a halogen:
SMILES	Mcl1 Bid PPI	Mcl1 Noxa PPI	Rab2 wt GTP	Mcl-1 Bim block	Pf gametocyte	Cdc42 wt GTP	HRas wt GTP	Rac1 mut GTP	Rab7 wt GTP bind	Rac1 wt GTP bind	Avidin fluor
FC(F)(F)c1ccc(NC(=S)NCc2ccccc2)cc1	-17	13	94	-2	nt	96	93	96	89	94	25
FC(F)(F)c1cccc(N2Cc3ccccc3C2)c1	-4	23	97	0	nt	97	99	97	97	100	11
Cc1cc(-c2csc(N)n2)c(C)n1-c1ccc(Cl)c(Cl)c1	6	26	97	1	7	100	99	98	102	104	6
CC(C)C(NC(=O)c1ccccc1Cl)C(=O)OCc1nc2scc(-c3ccccc3Cl)c2c(=O)[nH]1 (centres undefined)	-41	7	102	-2	-15	101	102	101	108	105	5
CC(C)C(=O)Nc1ncc(Cc2cccc(Cl)c2)s1	-10	16	99	-2	24	98	98	96	101	101	9
O=C(CSCc1ccc(Cl)cc1)Nc1cccc(C(=O)Nc2ccccc2C(=O)O)c1	20	27	96	-2	-26	91	98	91	98	97	15
COC(=O)C1Cc2ccccc2CN1C(=O)CCl (centres undefined)	-16	16	98	-1	-3	98	96	94	97	100	9

Continued:
SMILES	Mcl1 Bid PPI	Mcl1 Noxa PPI	Rab2 wt GTP	Mcl-1 Bim block	Pf gametocyte	Cdc42 wt GTP	HRas wt GTP	Rac1 mut GTP	Rab7 wt GTP bind	Rac1 wt GTP bind	Avidin fluor
CCOc1nc(-c2ccc(C)cc2)ccc1-c1noc(COC)n1	1	-5	101	0	nt	100	100	96	103	98	10
Cc1ccc(C(=O)N/N=C\c2ccccc2[N+](=O)[O-])cn1	-11	29	101	0	10	97	100	94	99	103	8
Cc1ccc(NS(=O)(=O)c2c(C)[nH]c(=O)[nH]c2=O)cc1C	-5	10	102	4	nt	104	101	99	103	105	4
CC(=O)Nc1ccc(S(=O)(=O)N(Cc2ccccc2)c2ccccc2)cc1	-7	19	99	-3	-1	98	101	96	103	102	10
C[C@@H](CN1C2=NC[C@H](Cc3ccc(O)cc3)N2C[C@H]1Cc1ccc(O)cc1)NC(=O)CCC1CCCCC1	-9	-4	98	1	-28	101	100	97	99	99	6
COC(=O)C(Cc1cnc[nH]1)NC(=O)C1CCC(=O)N1 (centres undefined)	-7	9	104	-3	-19	103	101	99	99	100	7
O=C(COC(=O)c1cccnc1Cl)Nc1cccc(S(=O)(=O)N2CCCCC2)c1	-7	10	94	-3	nt	93	95	95	98	95	8
COc1cc(/C=C/C(=O)NC(C)CCc2ccccc2)cc(OC)c1OC (centres undefined)	-16	8	103	0	nt	101	103	98	104	102	4
COc1ccccc1OCC(=O)N(Cc1nc(-c2ccc(Cl)cc2)no1)C(C)C	7	12	105	2	nt	104	103	100	102	107	9
CC(=O)Nc1ccc(NC(=O)C(C)OC(=O)/C=C/c2cccs2)cc1 (centres undefined)	-3	13	93	-2	15	94	93	95	96	92	17
O=[N+]([O-])C1=CC=C2C(=NC3(CCCCC3)N2O)C1=NCCO	-42	20	104	4	nt	106	106	103	106	108	5
CCCC(=O)N1CCCC(c2nc(-c3cccc(OC)c3)no2)C1 (centres undefined)	-8	8	99	-2	-4	99	100	97	101	100	9
O=[N+]([O-])c1cc(-n2cccc2)ccc1N1CCOCC1	-35	-3	91	0	-27	101	94	95	96	93	12
N#Cc1ccc(-c2ccc(F)cc2)nc1Oc1ccc(Cl)c(Cl)c1	4	6	99	0	12	101	101	100	101	99	8
CC(C)NS(=O)(=O)c1ccc(OCC(=O)Nc2ccc3c(c2)OCCO3)cc1	1	-4	98	0	nt	99	101	98	103	105	28
CCCCNS(=O)(=O)c1ccc(S(=O)(=O)n2cnc3ccccc32)cc1	1	8	98	-3	3	98	101	100	99	105	22
CCOC(=O)N1CCN(C(=S)NC(=O)c2ccc(Br)cc2)CC1	-32	11	95	1	5	95	93	93	90	93	12

For convenience, part of the list above:
SMILES	Mcl1 Bid PPI	Mcl1 Noxa PPI	Rab2 wt GTP	Mcl-1 Bim block	Pf gametocyte	Cdc42 wt GTP	HRas wt GTP	Rac1 mut GTP	Rab7 wt GTP bind	Rac1 wt GTP bind	Avidin fluor
CCOc1nc(-c2ccc(C)cc2)ccc1-c1noc(COC)n1	1	-5	101	0	nt	100	100	96	103	98	10
Cc1ccc(C(=O)N/N=C\c2ccccc2[N+](=O)[O-])cn1	-11	29	101	0	10	97	100	94	99	103	8
